Assay outcomes from PubChem.
All columns: NCI-60 one-dose screen, growth in % after 48 h at 10 µM unless noted; 100 = growth as untreated, 0 = no growth, -100 = all killed.
SN12C: SN12C renal cancer cells; 3.8% of 81,000 active
NCI/ADR-RES: NCI/ADR-RES ovarian cells. 4.4% of 81,000 active. AID 1794790
TK-10: TK-10 renal cancer cells. AID 1794769. 3.9% of 81,000 active
ACHN: ACHN renal cancer; 4.9% of 81,000 active
CAKI-1: CAKI-1 renal cancer | 4.7% of 75,000 active
UO-31: UO-31 renal cancer | 5.2% of 81,000 active
786-0: 786-0 renal cancer cells; 5.1% of 81,000 active; AID 1794775
IGROV1: IGROV1 ovarian cancer. 4.7% of 79,000 active
* = called active by the depositor; / = no result given; [ ] = another dose, or the depositor's remark. Rule for the calls: active = growth percent below 10; inactive = the rest.

SMILES	SN12C	NCI/ADR-RES	TK-10	ACHN	CAKI-1	UO-31	786-0	IGROV1
C=C(C)[C@@H]1CC[C@]2(c3ncc(C)o3)CC[C@]3(C)[C@H](CC[C@@H]4[C@@]5(C)CCC(=O)C(C)(C)[C@@H]5CC[C@]43C)[C@@H]12	89.2	91.0	93.3	92.6	41.5	69.2	94.7	91.7
COc1ccc(C=Nc2ccccc2C(=O)O)cc1OC	100.8	104.7	97.6	98.8	95.0	79.6	98.1	104.2
CC1CN(S(=O)(=O)c2oc(-c3ccc(Cl)cc3)nc2C#N)CC(C)O1 (configuration not stated)	85.5	100.5	-54.0*	28.1	91.2	90.4	79.0	80.5
Fc1ccc(Cc2nnc(Nc3nc4ccccc4s3)s2)cc1	94.7	102.6	116.2	99.9	92.8	92.0	96.7	101.1
CC(C)CN(C)/N=N/c1nc[nH]c1C(N)=O	101.3	96.9	58.5	103.9	46.8	64.2	82.9	95.3
CCCCOC(=O)/C=C\C(=O)NC(N)=O	87.2	90.8	119.5	61.3	-58.0*	31.0	97.4	74.1
N#CCCC1=CC(CCC#N)(CCC#N)c2ccccc21	108.7	111.5	105.9	106.4	96.0	87.1	107.6	107.3
COC(=O)c1cc2n(n1)-c1ncc(Br)cc1Oc1ccccc1-2	/	109.1	98.3	97.6	90.8	85.9	92.4	93.6
C=CCSc1nc(N)nc2nc[nH]c12	92.4	100.2	96.6	95.8	100.5	90.0	100.9	68.2
COc1cc2c(cc1-c1c(C)noc1C)ncc1nc(C3CCCCC3)n(C3CCC(OC(F)F)CC3)c12 (configuration not stated)	52.7	30.0	24.1	37.4	42.7	8.3*	41.4	50.9
O=C(Oc1ccccc1)c1cccc2cccc(C(=O)Oc3ccccc3)c12	93.9	76.9	94.8	76.8	106.5	93.3	98.9	86.5
C[C@H](C(=O)N[C@@H](Cc1ccc(-c2ccc(S(=O)(=O)O)cc2)cc1)C(=O)NC1CC(C)(C)NC(C)(C)C1)c1ccc(-c2ccccc2)c(F)c1	109.9	103.8	/	108.5	/	89.8	97.0	111.5
CC1(C)CC[C@]2(C(=O)O)CC[C@]3(C)C(=CCC4[C@@]5(C)C[C@@H](O)[C@@H]6OC(c7cc(F)cc(F)c7)OC[C@@]6(C)C5CC[C@]43C)C2C1 (some centres not stated)	73.4	70.0	69.5	48.7	70.2	53.0	85.5	93.1
C/C(=N\NC(=S)N1CCCC1)c1ccccn1	14.3	-5.3*	28.5	15.5	6.3*	-3.7*	20.0	-3.9*
C=C(C)[C@@H]1CC[C@]2(C(=O)NCCN(CCNC(=O)C(Cl)Cl)CCNC(=O)C(Cl)Cl)CC[C@]3(C)[C@H](CC[C@@H]4[C@@]5(C)CC[C@H](OC(C)=O)C(C)(C)[C@@H]5CC[C@]43C)[C@@H]12	81.5	98.8	87.5	69.6	54.8	57.9	78.6	81.3
CC1=NN(c2nc(-c3ccco3)c(C#N)c(=O)n2C)C(=O)C1N=Nc1c(C)n(C)n(-c2ccccc2)c1=O (configuration not stated)	105.0	107.9	131.0	104.3	111.8	98.2	105.9	110.2
CCOC(=O)CN1C(=O)N2CC[C@@H](OC(C)=O)C[C@H]2c2ccccc21	100.1	100.6	99.0	98.9	96.5	97.4	98.9	114.6
O=C(O)c1ccc(-c2cc3cnc4ccccc4c3oc2=O)cc1	96.3	103.3	105.4	107.6	96.8	93.6	102.2	108.5
O/N=C1\c2ccccc2-c2ccc(Br)cc21	100.7	114.6	107.5	94.2	91.6	81.6	98.6	115.8
Cn1c(=O)c2c(nc(N/N=C/c3ccccc3Cl)n2C)n(C)c1=O	99.0	97.3	100.5	103.0	97.8	81.5	97.8	101.8
CC(=O)c1cc2ccccc2c2ccccc12	100.9	103.5	109.6	102.0	99.6	88.1	109.3	103.0
Cc1ccc(S(=O)(=O)O[C@H]2CCCC[C@H]2OS(=O)(=O)c2ccc(C)cc2)cc1	/	87.3	80.4	96.3	67.4	90.4	89.8	114.5
COc1cc(C)c2cc(Cc3ccccc3)ccc2n1	103.2	111.6	103.3	124.0	108.7	83.9	103.4	116.2
COc1ccc(C2=C3C(=O)N(Cc4ccccc4)c4ccccc4C3c3c(C)nn(-c4ccccc4)c3N2)cc1 (configuration not stated)	91.4	102.9	125.7	100.4	86.3	71.7	102.1	114.2
O=C1c2ccc3c4c(ccc(c24)C(=O)N1CCCNCc1ccccc1Cl)C(=O)N(CCCNCc1ccccc1Cl)C3=O	-87.1*	-12.3*	-54.9*	-39.3*	-12.6*	-35.0*	-32.8*	-34.1*
O=C1CC(c2cc3c(cc2Cl)OCO3)c2cc(Br)c3ccccc3c2N1 (configuration not stated)	105.9	99.1	99.9	100.3	87.9	83.4	114.7	102.1
CCCC1CC(C(=O)NC(C(C)O)C2OC(SC)C(O)C(O)C2O)N(C)C1 (configuration not stated)	117.6	31.8	109.3	109.8	104.4	86.4	97.1	101.7
CCCCCCOC(=O)c1cc(-c2ccc(F)cc2)nc2ccccc12	95.0	96.1	118.2	100.2	90.3	86.6	107.1	88.3
CC(C)(C)OC(=O)CC[C@H](N)C(=O)O	95.4[20 µM]	103.8[20 µM]	81.4[20 µM]	103.8[20 µM]	98.5[20 µM]	91.1[20 µM]	105.8[20 µM]	100.6[20 µM]
Cc1cccc(C(=O)OCCC(C)C)c1	97.2	102.5	91.4	97.2	101.4	98.4	98.5	106.3
C1CCC(OCC2(COC3CCCCO3)CCCO2)OC1 (configuration not stated)	98.1	105.9	102.4	105.9	97.5	85.3	103.8	102.1
Cc1cc(C)c2cc(C(=O)N3CCSCC3)[nH]c2c1	94.9	102.5	125.7	98.4	81.7	84.7	102.4	81.0
CCOc1cc(/C=N\NC(=O)N/N=C/c2ccc(O)c(OCC)c2)ccc1O	51.3	51.6	34.3	45.6	37.9	59.1	28.6	59.4
COc1ccc(-c2csc(N=Nc3c(O)[nH]c4ccc(OC)cc34)n2)cc1	82.2	76.2	123.2	72.6	82.4	67.5	112.7	82.4
O=C(O)c1ccc(N/C=C/C(=O)c2cc3ccccc3oc2=O)cc1	94.1	99.4	126.7	96.3	81.5	63.8	99.6	90.3
Cc1cccc(NC(=O)Nc2ccc(Oc3ncnc4sc5c(c34)CCCC5)cc2)c1	75.9	71.6	72.5	73.4	86.1	59.1	87.0	89.0

Among those listed so far, 2 contain two or more sulfur atoms.
SMILES	SN12C	NCI/ADR-RES	TK-10	ACHN	CAKI-1	UO-31	786-0	IGROV1
Fc1ccc(Cc2nnc(Nc3nc4ccccc4s3)s2)cc1	94.7	102.6	116.2	99.9	92.8	92.0	96.7	101.1
Cc1ccc(S(=O)(=O)O[C@H]2CCCC[C@H]2OS(=O)(=O)c2ccc(C)cc2)cc1	/	87.3	80.4	96.3	67.4	90.4	89.8	114.5

New compounds follow
SMILES	SN12C	NCI/ADR-RES	TK-10	ACHN	CAKI-1	UO-31	786-0	IGROV1
N/C(=N\c1nc2ccccc2s1)NC(=O)Nc1ccc(Cl)cc1Cl	-88.7*	-84.8*	-84.9*	-87.4*	-87.7*	-93.0*	-78.6*	-68.5*
Cc1ccccc1NCCO	91.9	100.5	107.8	97.9	115.6	/	/	121.4
CCCCCCCCCCCCCCCCCCNC(=O)[C@H]1CSC(c2ccc(F)c(OC)c2)N1 (some centres not stated)	-79.2*	-42.6*	6.9*	30.3	-76.8*	45.5	-10.6*	-6.1*
Cc1ccc2[nH]c(O)c(N=Nc3nc(-c4ccc(Cl)cc4)c(C#N)c(=O)[nH]3)c2c1	99.7	106.9	111.0	102.3	104.6	81.7	95.2	101.4
Cc1c(-c2csc(N/N=C/c3cccc(Br)c3)n2)nnn1-c1ccc([N+](=O)[O-])cc1	95.0	111.6	95.2	99.9	90.4	74.7	95.8	108.0
Clc1ncc(Br)c(N2CCC3(CC2)OCCO3)n1	100.1	104.8	92.3	105.2	98.3	86.1	96.3	98.4
NS(=O)(=O)c1ccc(-n2nc(-c3ccc(Br)cc3)ccc2=O)cc1	70.9[100 µM]	57.0[100 µM]	22.2[100 µM]	70.8[100 µM]	75.1[100 µM]	89.2[100 µM]	46.7[100 µM]	50.2[100 µM]
CCCCSc1nc(NC2CC2)c(C#N)c(-c2ccccc2)n1	75.9	90.1	101.2	73.7	85.4	79.7	82.0	105.3
CCOC(=O)c1c(C)nc2ccccc2c1/C=C/c1ccc(C(F)(F)F)cc1	69.3	51.8	89.6	70.0	69.5	62.0	84.7	57.6
O=c1[nH]nc(-c2ccc(Cl)cc2)cc1Cc1ccc(O)cc1	78.2	111.7	198.7	107.7	91.1	93.1	103.4	102.6
CCCC1OCC(Cl)(Cl)C(c2ccccc2)O1 (configuration not stated)	108.3	114.9	108.5	103.6	99.8	91.1	100.6	129.6
COc1ccc(/C=C/c2c(C(=O)c3ccccc3)c(C)nc3ccccc23)cc1	82.9	62.7	99.6	81.0	53.4	59.0	88.9	84.3
CCNC(=O)Oc1ccc(/C(=C(/C)c2ccc(OC)cc2)c2ccc(OCCN3CCCCCC3)cc2)cc1	59.4	59.4	115.6	61.3	14.5	0.8*	35.5	65.4
C[N+](C)(C)CN1C(=O)c2ccccc2C1=O	100.4	111.9	/	102.3	94.4	97.3	103.7	/
O=C1OC(Oc2ccccc2)(c2ccccc2)c2ccccc21 (configuration not stated)	109.5	100.2	109.4	102.2	87.4	102.5	100.8	107.0
O=S(=O)(Oc1ccc(-c2nnc(Nc3ccccc3)s2)cc1)C(F)(F)C(F)(F)C(F)(F)C(F)(F)F	85.5	99.1	124.4	95.9	77.9	80.1	106.5	106.3
CN1C(=O)N(C)C2Nn3c(s/c(=C\c4ccccc4F)c3=O)=NC21 (configuration not stated)	83.3	60.5	95.6	75.8	69.7	62.6	50.9	77.8
COc1cc(C2=[N+](C)CCc3cc4c(cc32)OCO4)cc(OC)c1OC	104.1	103.4	101.9	111.2	/	96.1	96.1	106.1
O=C(Cn1cc(CN2C(=O)c3ccccc3S2(=O)=O)nn1)Nc1ccc(F)cc1F	98.7	95.9	103.7	98.7	93.9	90.3	107.1	103.2
O=C1CSC(c2cn(-c3ccccc3)nc2-c2ccc(Cl)cc2)N1c1ccccc1 (configuration not stated)	114.0	103.8	118.4	103.6	92.3	83.8	105.6	114.2
COc1cccc(-c2nc3sccn3c2-c2ccnc(NCCNC(=O)Nc3ccccc3)n2)c1	65.6	96.1	/	95.5	116.9	76.1	96.8	97.9
O=C(Nc1ccc2ncnc(Nc3ccc(F)c(Cl)c3)c2c1)c1cccs1	45.6	60.7	32.3	2.8*	/	27.8	14.8	38.7
CC(=O)Nc1nc2c(s1)C1=CC[C@H]3[C@@H]4CC[C@H]([C@H](C)CCCC(C)C)[C@@]4(C)CC[C@@H]3[C@@]1(C)CC2	101.1	105.2	114.6	114.3	96.7	100.0	106.0	105.2
O=C1C2=C(Nc3ccccc3N2)OC1c1ccc(Cl)cc1 (configuration not stated)	88.6	92.9	106.9	94.3	85.4	78.8	96.9	92.3
COc1ccc(/C=N/NC(=O)Cc2nc3ncccc3[nH]c2=O)cc1	99.3	95.4	94.1	95.4	89.8	91.6	84.9	97.9
O=c1[nH]cnc2ccc([N+](=O)[O-])cc12	98.3	103.2	93.7	104.7	90.3	89.6	104.3	106.4
O=C1c2c(O)ccc([N+](=O)[O-])c2C(=O)c2c(O)ccc([N+](=O)[O-])c21	106.9	103.7	110.2	104.1	/	88.9	103.2	106.9
O=C(CCc1nnc(C(Cl)(Cl)Cl)o1)c1nc2ccccc2[nH]1	98.0	103.7	106.6	107.1	100.6	76.8	107.3	96.5
Cn1c(=O)c2[nH]c([N+](=O)[O-])nc2n(C)c1=O	117.7	94.2	101.0	100.1	99.8	92.6	95.2	99.0
CCOC(=O)c1ccc(N/C=C/C(=O)c2ccc(F)cc2)cc1	103.0	99.4	88.5	102.0	94.3	98.7	90.4	109.0
C[C@@H](C[C@H](CCOC(=O)N1CCOCC1)c1ccccc1)c1ccoc1	94.9	109.9	92.3	103.4	85.3	74.7	101.7	99.7
COc1nc2c(cc1S(=O)(=O)c1ccccc1)CCc1c-2cnn1C	/	82.4	93.6	92.9	/	85.7	82.2	94.0
Cc1ccc(-c2nc(/C=N/Nc3cc(C)nc4ccc(Br)cc34)c(C)o2)cc1	-83.4*	-69.9*	-17.5*	-85.1*	-71.5*	-98.0*	-67.0*	-77.3*
N#Cc1c(N)cc(=O)n(-c2nc3ccccc3[nH]c2=O)c1O	97.6	105.2	117.4	104.3	97.3	87.1	100.6	106.0
CC(C)(C)c1ccc(OS(=O)(=O)c2ccccc2)cc1	98.0	105.4	97.6	117.6	96.3	89.5	101.7	102.1
Cc1ccccc1-n1c(C)nc2cc(N3C(=O)CSC3c3ccccc3)ccc2c1=O (configuration not stated)	97.7	100.6	145.3	99.7	84.6	78.0	97.5	108.0
c1ccc2sc(SCN3CCN(CSc4nc5ccccc5s4)CC3)nc2c1	101.4	115.9	107.3	99.0	/	65.0	100.1	89.8

Whole records, looked up by structure. Screens in order: SN12C, NCI/ADR-RES, TK-10, ACHN, CAKI-1, UO-31, 786-0, IGROV1
Shown for `Cc1ccccc1-n1c(C)nc2cc(N3C(=O)CSC3c3ccccc3)ccc2c1=O` (configuration not stated) : 97.7, 100.6, 145.3, 99.7, 84.6, 78.0, 97.5, 108.0
Shown for `COc1ccc(/C=N/NC(=O)Cc2nc3ncccc3[nH]c2=O)cc1` : 99.3, 95.4, 94.1, 95.4, 89.8, 91.6, 84.9, 97.9
Shown for `COc1nc2c(cc1S(=O)(=O)c1ccccc1)CCc1c-2cnn1C` : /, 82.4, 93.6, 92.9, /, 85.7, 82.2, 94.0
Shown for `O=c1[nH]cnc2ccc([N+](=O)[O-])cc12` : 98.3, 103.2, 93.7, 104.7, 90.3, 89.6, 104.3, 106.4
Shown for `O=C(CCc1nnc(C(Cl)(Cl)Cl)o1)c1nc2ccccc2[nH]1` : 98.0, 103.7, 106.6, 107.1, 100.6, 76.8, 107.3, 96.5

Compounds were not picked by outcome; overall some 9.3% were active at least once.
